H9c2 TAG inh = reduces triacylglycerol accumulation in H9c2 cells; AID 651582; Nile Red lipid (TAG) fluorescence; cells loaded with 200 µM oleic acid; inhibition, % at 12.5 µM; actives 0.66% (n = 230,000);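 active means pattern-corrected inhibition of lipid staining of at least 50% with the nuclear-stain viability signal not falling by more than 50%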;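 further: 0% = DMSO wells and 100% = triacsin C control wells; some results filed as inactive read as strong as hits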
H9c2 TAG inh DAPI viability = also measured in H9c2 TAG inh; calls as there; DAPI nuclei signal change (viability), lower = more cytotoxic, %;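 whole-well DAPI fluorescence read on a plate reader as a viability signal; minus 50 percent equals half of cells still viable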
An asterisk follows results filed as active. These rows are one share of the data. The share of hits here may be higher or lower than overall.

The opening 6 records, to show the layout:
Every second line gives: H9c2 TAG inh DAPI viability, H9c2 TAG inh
COc1ccc(NC(=S)N2CCCC(CO)C2)c(OC)c1 (stereo not drawn)
  -1, 9
Cc1ccsc1/C=N/N1CCN(c2ccccn2)CC1
  -3, -7
Cc1cccc(OCCC(=O)Nc2c(C)n(C)n(-c3ccccc3)c2=O)c1
  3, 14
O=C(NC1CCCCCCC1)c1ccc(CNc2c(N3CCOCC3)c(=O)c2=O)cc1
  -5, -8
COc1ccc(NC(=O)c2ccco2)cc1NC(=O)c1cccc(OC(C)C)c1
  -6, 11
Fc1ccc(-[n+]2nc(Nc3ccccc3)sc2-c2ccc(OCc3ccccc3)cc2)cc1
  14, 0

The list itself, repeating the preview:
Every second line gives: H9c2 TAG inh DAPI viability, H9c2 TAG inh
COc1ccc(NC(=S)N2CCCC(CO)C2)c(OC)c1 (stereo not drawn)
  -1, 9
Cc1ccsc1/C=N/N1CCN(c2ccccn2)CC1
  -3, -7
Cc1cccc(OCCC(=O)Nc2c(C)n(C)n(-c3ccccc3)c2=O)c1
  3, 14
O=C(NC1CCCCCCC1)c1ccc(CNc2c(N3CCOCC3)c(=O)c2=O)cc1
  -5, -8
COc1ccc(NC(=O)c2ccco2)cc1NC(=O)c1cccc(OC(C)C)c1
  -6, 11
Fc1ccc(-[n+]2nc(Nc3ccccc3)sc2-c2ccc(OCc3ccccc3)cc2)cc1
  14, 0
CSC1=NC2(C[C@H]2c2ccccc2)C(=O)N1C (stereo partly drawn)
  3, 2
Cc1ccc(SCC(=O)OCC(=O)NCc2cccs2)cc1
  4, 1
COc1ccc(S(=O)(=O)N2CCC(C(=O)N3CCCCC3)CC2)cc1OC
  -8, -5
CCOC(=O)[C@H]1[C@H]2COc3ccc(OC)cc3[C@@H]2N2C(=O)c3cc(OC)c(OC)cc3NC(=O)[C@@]12C
  -1, -7
O=c1c2ccccc2cnn1-c1ccc(Cl)nn1
  -6, 5
CCOC(=O)NCc1cc(-c2nn(C)c(=O)c3ccccc23)ccc1C
  3, -19
CCCC(=O)Nc1ccccc1NC(=O)CN(C)S(=O)(=O)c1ccc(C)cc1
  1, -2
Cc1ccn2cc(CCNS(=O)(=O)c3ccc([N+](=O)[O-])cc3)nc2c1
  -7, 1
CC(=O)OCCn1c(C)[n+](CCOC(C)=O)c2cc(Cl)c(Cl)cc21
  1, 0
CCCN(CCC)C(=O)CC(c1ccc(F)cc1)c1ccco1 (stereo not drawn)
  -8, -6
CC1=NOC(=O)/C1=C\c1ccc(-c2ccc(Cl)cc2Cl)o1
  0, 4
COc1cc(SC)ccc1C(=O)Nc1cccc(S(=O)(=O)NC2=NCCC2)c1
  1, -20
O=C(CCC1CCN(C(=O)c2ccccc2Cl)CC1)NCc1ccc(F)cc1
  -7, -3
CC(C)C(c1nnnn1C1CCCC1)N1c2ccccc2CC1C (stereo not drawn)
  -8, 17
CC(OC(=O)c1ccc(S(=O)(=O)NCc2ccco2)cc1)C(=O)Nc1ccccc1 (stereo not drawn)
  10, 1
CN(Cc1cnccn1)Cc1cn(Cc2ccccc2)nc1-c1ccc2c(c1)OCO2
  0, -3
CC(Sc1ccccc1F)C(=O)Nc1cccc(S(=O)(=O)N2CCOCC2)c1 (stereo not drawn)
  8, -24
CCOC(=O)c1c(NC(=S)NC(=O)c2ccc(Cn3cc(Cl)cn3)o2)sc2c1CCC(C)C2 (stereo not drawn)
  -12, 4
O=C(NC1CCCN(Cc2ccc(Cl)cc2)C1)c1cnc2ccccn2c1=O (stereo not drawn)
  15, 4
O=C(O)C1CC=CCC1C(=O)Nc1ccccc1 (stereo not drawn)
  -12, 7
CC(=O)N1CCCC(C)(C(=O)Nc2ccc3oc(C)nc3c2)C1 (stereo not drawn)
  4, -1
O=C(Nc1ccc(C(F)(F)F)cc1)N1CCN(c2ccnc3cc(Cl)ccc23)CC1
  -1, -7
COC(=O)c1ccccc1NC(=O)Nc1cc(C(C)(C)C)on1
  -3, 15
O=C(CN1C(=O)CSc2ccc(S(=O)(=O)N3CCOCC3)cc21)NCCCN1CCOCC1
  5, 2

Copied from the results shown for reference:
Every second line gives: H9c2 TAG inh DAPI viability, H9c2 TAG inh
CC(=O)N1CCCC(C)(C(=O)Nc2ccc3oc(C)nc3c2)C1 (stereo not drawn)
  4, -1
O=C(Nc1ccc(C(F)(F)F)cc1)N1CCN(c2ccnc3cc(Cl)ccc23)CC1
  -1, -7
COC(=O)c1ccccc1NC(=O)Nc1cc(C(C)(C)C)on1
  -3, 15
O=C(CN1C(=O)CSc2ccc(S(=O)(=O)N3CCOCC3)cc21)NCCCN1CCOCC1
  5, 2

The results go on:
Every second line gives: H9c2 TAG inh DAPI viability, H9c2 TAG inh
O=C(Nc1ccc2c(c1)C(N1CCOCC1)c1ccccc1-2)C(F)(F)F (stereo not drawn)
  -3, 6
COC(=O)/C=c1/s/c(=C(/C#N)C(=O)NCc2ccccc2)n(-c2ccccc2)c1=O
  3, 14
c1ccc(Nc2nc(-c3cccs3)cs2)nc1
  6, 7
O=C(CSc1nc2ccccc2o1)N1CCOCC1
  0, 6
CCC(C)NCC(=O)Nc1cc(S(=O)(=O)N(CC)c2ccccc2)ccc1Cl (stereo not drawn)
  -6, 5
O=C(c1ccc2ccccc2c1)N1CCN(S(=O)(=O)/C=C/c2ccccc2)CC1
  -3, -7
Cc1ccc(NC(=O)Cn2nnc(C(=O)NCc3ccco3)c2N)cc1
  -18, 2
COc1cccc(-c2cnc3c(NC(C)=O)cc(-c4ccc(C(=O)NC5CC5)cc4)cn23)c1
  -9, 12
COC(=O)CCN(Cc1ccccc1)S(=O)(=O)c1ccccc1Br
  2, -11
Cc1ccc(Cl)cc1NC(=O)CN1CCN(C(=O)C2CCCO2)CC1 (stereo not drawn)
  -3, -25
CSc1sc(C(=O)NN)c2c1C(O)CCC2 (stereo not drawn)
  4, -5
C[C@@H]1CN([C@H](C)CO)C(=O)CCCn2nncc2CO[C@H]1CN(C)Cc1ccccc1C(F)(F)F
  0, 4
Cc1ccc(S(=O)(=O)N2CCOCC2)cc1NC(=O)COC(=O)c1cc(=O)[nH]c2ccccc12
  3, -14
O=C(c1ccc2ncsc2c1)N1CCN(c2ccccc2Cl)CC1
  4, 0
Cc1[nH]c2ccccc2c1/C=N/NC(=S)NC(C)C
  -5, -2
O=C(/C=C(O)/C=C/c1ccc(O)cc1)/C=C/c1ccc(O)cc1
  4, 3
CN(C)CCCNC(=O)c1cccc(-c2ccc3nncn3c2)c1
  -2, 1
CCCc1ccc(OCc2ccccc2)c2c(=O)cc(C(=O)OCC)oc12
  10, -11
O=C(Nc1csnn1)OCc1ccccc1
  -2, 10
CCOC(=O)C1CCCN(S(=O)(=O)CCNC(=O)c2ccccc2)C1 (stereo not drawn)
  7, -10
CC(=O)Nc1cccc(OCCCNC(=O)C2CCC2)c1
  -2, 2
CCCCN(Cc1cc2cc(OC)ccc2[nH]c1=O)S(=O)(=O)c1ccc(C)cc1
  -6, -13
O=C(CSc1nc(=O)n(CCCN2CCOCC2)c2c1CCCC2)Nc1ccc(Cl)cc1
  1, 4
Nc1nnc(/C=C/c2ccccc2)s1
  4, 13
O=C(c1cc(COc2ccc(F)cc2Cl)on1)N1CCC(c2ccncc2)CC1
  3, -29
O=C(Cc1csc(NC(=O)Nc2ccc(Cl)cc2)n1)NCc1ccccn1
  2, -13
COc1ccc(OC)c2sc(NNC(=O)COc3ccccc3)nc12
  4, 4
CCN(C(=O)c1ccc(NC(=O)Cc2ccccc2)cc1)c1ccccc1
  -13, -20
Cn1c(CCCNC(=O)c2ccccc2)nc2ccccc21
  -2, 0
O=c1oc2ccccc2c(Nc2ccc(Cl)cc2)c1[N+](=O)[O-]
  -6, 6
CC(C)(C)[C@@H]1C=C(C(=O)N2CCOCC2)O[C@H](OCc2ccc(CO)cc2)C1
  4, -3
CCOC(=O)C1CCCN(C(=S)Nc2ccc(Nc3ccccc3)cc2)C1 (stereo not drawn)
  -2, -5
COCc1cc(C)nc2sc(C(=O)N3CCN(c4ccccc4)CC3)c(N)c12
  6, 1
CCOC(=O)C1=C(C)N=c2sc(=Cc3cc(Cl)c(OCC(=O)O)c(Cl)c3)c(=O)n2C1c1cccc(OC)c1 (stereo not drawn)
  -13, 1
CCc1nnc(NC(=O)CSc2nnc(CNC(=O)c3ccccc3)o2)s1
  -130, 142
Nc1nn(S(=O)(=O)c2cccc3nsnc23)cc1-c1ccc(Br)cc1
  1, -11
COCC(C)n1c(SCc2cc(=O)n3cc(C)ccc3n2)nc2ccccc2c1=O (stereo not drawn)
  0, -8
Cc1nc(C)c(C(=O)OCC(=O)Nc2cccc(C)c2C)s1
  -2, 3
CCOC(=O)NC(=O)/C(C#N)=N\Nc1cccc(Cl)c1
  -4, 3
CCN(CC(=O)Nc1c(F)cccc1F)C(=O)c1ccc2c(=O)n3c(nc2c1)CCC3
  -7, 0
c1cn2cc(-c3ccc(CN4CCOCC4)cc3)ccc2n1
  2, -7
COc1ccc(/C=C/C(=O)Oc2ccc(C=O)cc2OC)cc1
  0, 1
O=C1CSC(c2c(F)cccc2Cl)N1c1cccc(F)c1 (stereo not drawn)
  -6, -7
COc1cc2[nH]c(=S)nc(NCCCOC(C)C)c2cc1OC
  13, -9
Cc1nc(NCCc2ccccc2)c2nnn(Cc3ccccc3)c2n1
  -5, -24
COc1ccc(/C=N\NC(=O)c2ccccc2Cl)cc1COc1c(F)c(F)c(F)c(F)c1F
  -1, -7
O=C(NCc1ccccn1)c1ccc(OC2CCN(Cc3ccccc3)CC2)cc1
  0, 9
COc1ccc(S(=O)(=O)N(CC(=O)O)c2ccccn2)cc1
  3, 1
COc1ccc(CCN(Cc2nc(-c3ccccc3)no2)Cc2nc(-c3ccccc3)no2)cc1OC
  8, 14
O=C1/C(=C/c2ccncc2)N=C2CCCCCN12
  -8, -5
COCCn1c(C)cc(C(=O)COC(=O)c2cccc(O)c2)c1C
  -4, 3
NC(c1csc(NC(=O)Nc2ccccc2Oc2ccccc2)n1)c1ccccc1Cl (stereo not drawn)
  -3, 24
Cc1ccc(-c2csc(NC(=O)Cc3cccs3)n2)cc1C
  1, 18
CCCCN(C(=O)C1=COCCO1)c1c(N)n(CCC)c(=O)[nH]c1=O
  -9, 9
CCOC(=O)c1c(N)sc(C(O)(C(F)(F)F)C(F)(F)F)c1-c1ccc(F)cc1
  -1, 1
Cc1ccccc1-n1ccnc1SCC(=O)NCC1CCCO1 (stereo not drawn)
  7, 4
COc1ccc(OCC(=O)Nc2nnc(C)s2)cc1
  6, -11
COc1ccc(C(=O)Nc2ccc(C(=O)NCC3CCCO3)cc2)c(OC)c1OC (stereo not drawn)
  7, 1
O=C(NCc1ccc2c(c1)OCO2)C1CCCN(S(=O)(=O)c2cccs2)C1 (stereo not drawn)
  -10, -11
CC1CN(C)CCC1OC(=O)c1ccccc1 (stereo not drawn)
  -13, 11

Later entries:
Every second line gives: H9c2 TAG inh DAPI viability, H9c2 TAG inh
COCCN1C(=O)N[C@@H](c2cccs2)C(C(C)=O)=C1C
  1, -14
O=C(CCC1CCCN(C(=O)c2ccoc2)C1)NCc1ccccc1F (stereo not drawn)
  11, -5
CN(CC(=O)Nc1ccc(F)c(F)c1F)C(=O)C1CSC2(C)CCC(=O)N12 (stereo not drawn)
  0, -2
Cc1ccc(C(=O)OCC(=O)NCc2ccco2)cc1
  5, 10
COc1cc(NC(=O)CCN2C(=O)NC3(CCCC3)C2=O)c(OC)cc1Cl
  -4, 20
c1ccc(-c2nn3c(-c4ccccc4)nnc3s2)cc1
  -2, 14
COc1ccc(C2CC(C)(c3ccc(OC)cc3)Nc3ccccc3N2)cc1 (stereo not drawn)
  -10, -3
CN(C)/C=C(/C(=O)c1ccccc1Cl)S(C)(=O)=O
  -5, -11
O=C(Nc1nnc(-c2ccc(Br)cc2)o1)C1=COCCO1
  3, -5
Cc1ccc(S(=O)(=O)N2CCC(C(=O)NNC(=O)c3ccccc3O)CC2)cc1
  -19, 0
COc1ccccc1C(=O)NC(=O)CSc1nnc2ccccn12
  4, -9
COc1ccc(NC(=O)Cc2ccc(-c3ccccc3)cc2)cn1
  -5, -8
COc1cccc(NC(=O)C2(C)CCN2C(=O)Cc2ccc(-c3ccccc3)cc2)c1 (stereo not drawn)
  0, -17
CS(=O)(=O)N(Cc1ccco1)CC(O)Cn1c2ccccc2c2ccccc21 (stereo not drawn)
  2, -4
Cc1ccc(S(=O)(=O)N(C)CCCC(=O)NCc2ccc3c(c2)OCO3)cc1
  8, 7
O=C(CCCN1C(=O)/C(=C/c2cccs2)SC1=S)Nc1cccnc1
  -26, 27
CC1CCN(C(=O)COC(=O)CCc2c[nH]c3ccccc23)CC1
  -2, 4
Cc1ccc(C23OC(=O)C(C)(C)C2OC(=O)C3(C)C)cc1 (stereo not drawn)
  -8, -1
Cc1cc(S(=O)(=O)N2CCCC2)ccc1OCC(=O)NC1CCCC1
  -1, -9
CCOC(=O)c1c[nH]c(=S)n(-c2ccccc2)c1=O
  4, -8
O=C(NC1CC1)C1CCCN1C(=O)NC1CCCCC1 (stereo not drawn)
  11, -4
CCCCOc1ccc(C(=O)NCC(=O)NCc2ccncc2)cc1
  -2, 2

Filtered by structure, the compounds so far with a CF3 group.
Every second line gives: H9c2 TAG inh DAPI viability, H9c2 TAG inh
O=C(Nc1ccc(C(F)(F)F)cc1)N1CCN(c2ccnc3cc(Cl)ccc23)CC1
  -1, -7
O=C(Nc1ccc2c(c1)C(N1CCOCC1)c1ccccc1-2)C(F)(F)F (stereo not drawn)
  -3, 6
C[C@@H]1CN([C@H](C)CO)C(=O)CCCn2nncc2CO[C@H]1CN(C)Cc1ccccc1C(F)(F)F
  0, 4
CCOC(=O)c1c(N)sc(C(O)(C(F)(F)F)C(F)(F)F)c1-c1ccc(F)cc1
  -1, 1

Source: PubChem (Sanford-Burnham Center for Chemical Genomics)
